From PubChem
RGS4 inh: inhibitors of human RGS4; HEK293 M3R/RGS4 inducible, Fluo-4 calcium flux; hits give high values; triggered by carbachol at its EC20; hit rate 0.45% among 310,000; B-score at 10 µM; P49798;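 active = B-score, a plate-corrected calcium signal, over three deviations above library mean, with baseline fluorescence within five deviations of library mean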;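 also: RGS4 expression induced by doxycycline in cells with stable M3 receptor; B-score is computed from the integrated fluorescence ratio over baseline after carbachol; higher B-score means a larger calcium signal and so more RGS4 inhibition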
Target sequence (P49798 whole entry, looked up): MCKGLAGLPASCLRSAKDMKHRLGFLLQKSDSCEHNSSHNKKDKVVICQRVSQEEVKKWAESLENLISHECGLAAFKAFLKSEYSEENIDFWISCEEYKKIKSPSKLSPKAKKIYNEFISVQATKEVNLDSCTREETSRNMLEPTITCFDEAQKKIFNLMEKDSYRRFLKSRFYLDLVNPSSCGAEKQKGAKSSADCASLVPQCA
KCNK3 block: human KCNK3 channel inhibition, primary screen; O14649; CHO-KCNK3 thallium flux, FluxOR fluorescence; hits give low values; B-score at 10 µM; hit rate 0.84% among 340,000; AID 602410;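 active = B-score under library mean minus 4 SD, starting fluorescence ratio at most library mean plus 5 SD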;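 also: more negative B-score means stronger inhibition of thallium flux through KCNK3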
TMEM16A act: activators or potentiators of mouse TMEM16A chloride channel | AID 623877 | B-score at 10 µM | hit rate 0.3% among 340,000 | Q8BHY3 | HEK293 TMEM16A/YFP-H148Q/I152L, iodide quench fluorescence; hits give low values;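 active = fluorescence-ratio B-score plate-corrected deviation score at least 3 library SD below zero, with starting fluorescence score within 5 deviations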;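 also: channel opened by trigger with iodide after compound preincubation; score built on the fluorescence ratio of max minus min over baseline; more negative score means more quench and so TMEM16A activation or potentiation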
RGS4 pot: potentiators or activators of RGS4; HEK293 M3R/inducible RGS4, carbachol calcium flux Fluo4; hits give low values; AID 463111; B-score at 10 µM; hit rate 0.92% among 310,000;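 active = B-score of the integrated calcium signal more than 4 SD below the library mean, with starting fluorescence not abnormally high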;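 also: negative B-score means reduced calcium response which marks RGS4 activation or potentiation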
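Material: Inducible-RGS4 HEK293 cells carrying M3 receptor; also added: carbachol at ECmax as muscarinic agonist stimulus; incubation: compound preincubation 20 min at room temperature before agonist; signal: Fluo4-AM (2 µM) calcium-flux fluorescence, kinetic read; measure: integrated calcium ratio converted to B score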
SKKanGAS inh: SKKanGAS growth inhibition. hit rate 1.3% among 300,000. inhibition, % at 7.5 µM. S. pyogenes SKKanGAS, kanamycin growth, BacTiter-Glo, 6 h. AID 1662;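 active = mean replicate score, as percent of positive control median, at least 50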;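 also: strain carries kanamycin resistance gene driven by streptokinase promoter and grows in 40 µg/ml kanamycin; loss of luminescence reflects streptokinase promoter inhibition or plain growth inhibition; 0% = median of DMSO wells and 100% = positive control at its reference dose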
hERG rescue: shields human hERG channel from block by proarrhythmic agents; CHO-hERG, FluxOR thallium flux, dofetilide IC70 present; hit rate 0.51% among 310,000; activation (rescue from dofetilide block), less the hit threshold, % at 10 µM; Q12809; AID 1511;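 active = activation above the mean of controls blocked by dofetilide plus 5 SD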;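 also: thallium influx through hERG after potassium depolarization seen as dye fluorescence rise; in these data hits start at about 4.7%; inactives centre near -7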
KCNQ1 block: blocks the human KCNQ1 potassium channel; B-score at 10 µM; CHO-K1 KCNQ1, FluxOR thallium flux fluorescence; hits give high values; hit rate 1.3% among 310,000; P51787;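 active = compounds whose thallium flux B-score, printed positive for inhibition, exceeds three library SD while starting fluorescence stays within three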;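 also: channel opened by potassium depolarization with thallium stimulus after 20 min compound exposure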
KCNK9 inh: blocks the human KCNK9 two-pore domain potassium channel; Q9NPC2; HEK293 KCNK9, FluxOR thallium flux fluorescence; hits give low values; B-score at 10 µM; hit rate 1.2% among 310,000;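 active = ratio B-score over 3 SD below the library mean, with starting fluorescence within 5 SD of its mean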;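 also: negative B-score means less thallium flux so channel inhibition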
Target sequence (Q9NPC2 whole entry, looked up, the tested form may be a part): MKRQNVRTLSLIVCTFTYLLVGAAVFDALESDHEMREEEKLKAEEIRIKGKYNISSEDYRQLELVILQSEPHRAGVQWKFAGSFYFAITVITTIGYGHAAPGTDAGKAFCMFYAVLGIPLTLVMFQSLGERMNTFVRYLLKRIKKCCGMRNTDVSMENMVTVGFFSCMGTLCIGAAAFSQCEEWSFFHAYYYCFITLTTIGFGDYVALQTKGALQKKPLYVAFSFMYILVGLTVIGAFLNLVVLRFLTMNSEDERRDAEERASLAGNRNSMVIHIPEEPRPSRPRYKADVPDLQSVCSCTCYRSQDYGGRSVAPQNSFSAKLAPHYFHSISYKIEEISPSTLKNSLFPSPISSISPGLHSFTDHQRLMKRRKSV
HDAC3 inh: blocks human histone deacetylase 3 | recombinant HDAC3, fluorogenic peptide/trypsin coupled, fluorescence | inhibition, % at 8.3 µM | hit rate 0.15% among 320,000 | O15379 | AID 2718; in the data active = inhibition above about 26%, passing the limit was not always enough
Target sequence (O15379 whole entry, looked up): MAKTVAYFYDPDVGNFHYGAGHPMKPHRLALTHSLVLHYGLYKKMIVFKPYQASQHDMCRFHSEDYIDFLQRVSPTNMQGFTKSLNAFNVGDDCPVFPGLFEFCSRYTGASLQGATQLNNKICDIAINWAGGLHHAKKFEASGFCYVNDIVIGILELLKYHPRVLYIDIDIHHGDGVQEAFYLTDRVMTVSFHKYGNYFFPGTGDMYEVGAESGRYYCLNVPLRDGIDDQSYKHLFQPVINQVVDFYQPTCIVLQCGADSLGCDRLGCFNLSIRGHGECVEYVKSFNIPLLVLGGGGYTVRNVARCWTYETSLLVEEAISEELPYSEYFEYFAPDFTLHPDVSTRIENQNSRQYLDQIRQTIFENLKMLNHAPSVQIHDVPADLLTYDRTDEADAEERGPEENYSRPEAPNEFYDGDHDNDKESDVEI
KCNQ1 act: potentiators or activators of human KCNQ1 potassium channel | hit rate 0.35% among 310,000 | P51787 | B-score at 10 µM | AID 2648 | CHO-K1 KCNQ1, thallium flux FluxOR fluorescence; hits give high values;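 active = fluorescence ratio B-score, a plate-corrected score, at least three library SD, with initial intensity B-score within 5 SD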
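assay system = KCNQ1-transfected CHO-K1 cells | medium = assay buffer with matched DMSO | probe or stimulus = depolarizing K+/Tl+ stimulus, K2SO4 and Tl2SO4 each 12.5 mM in 5x stock | dosing = single dose | incubation = dye 90 min, compound 20 min, room temperature | detection = kinetic FluxOR fluorescence, 10 s baseline plus 110 s post-stimulus | evaluation = ratio B score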
ANO1 block: inhibitors of mouse TMEM16A calcium-activated chloride channel; HEK293 TMEM16A/YFP iodide influx fluorescence, ionomycin; normalized B-score (activity score, 25-100; higher = stronger inhibition) at 10 µM; hit rate 1.2% among 310,000;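 active = ratio plate-corrected score three or more library SD toward inhibition, starting fluorescence score within five deviations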;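 also: score derived from kinetic fluorescence span divided by baseline fluorescence per well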
* = called active by the depositor; i = inactive; · = no result given; & = joins results of further samples.

SMILES | RGS4 inh | KCNK3 block | TMEM16A act | RGS4 pot | SKKanGAS inh | hERG rescue | KCNQ1 block | KCNK9 inh | HDAC3 inh | KCNQ1 act | ANO1 block
CCOc1ccc(NC(=S)N(CCOC)C(C)c2cccnc2)cc1 (stereo not given) | i | i | i | i | 1 | -6 | i | i | 3 | i | i
CCOc1ccccc1/C=C/C(=O)c1ccc(Cl)cc1 | i | i | i | i | 0 | -5 | i | i | 5 | i | i
COCCCNC(=O)/C(C#N)=C/c1cccc(NC(=O)c2ccccc2Cl)c1 | i | i | i | i | -5 | -11 | i | i | 2 | i | i
Cc1cc2c3c(ccc(C)c3n1)N=CN2c1ccccc1 | i | i | i | i | 0 | -11 | i | i | -22 | i | i
CSCC[C@H](NC(=O)[C@@H]1CSC2c3ccccc3C(=O)N21)C(=O)NCc1ccco1 (stereo not given in full) | i | i | i | i | 3 | -5 | i | i | 3 | i | i
O=C(NC1=NCCS1)c1ccc2c(c1)C(=O)N(Cc1ccco1)C2=O | i | i | i | i | -11 | -7 | i | i | -3 | i | i
CCOC(=O)c1c(C)n(C)c2ccc(OCC(O)CN(CC)CC)cc12 (stereo not given) | i | i | i | i | -4 | -7 | i | i | 10 | i | i
COCc1cc(C)nc(SCc2nc3ccccc3c(=O)[nH]2)c1C#N | i | i | i | i | 6 | -8 | i | i | -10 | i | i
Nc1nonc1-n1nnc(C(=O)N/N=C/c2cccc(F)c2)c1CN1CCCC1 | i | i | i | i | -2 | -6 | i | i | 6 | i | i
Cc1cccc(OCC(=O)NC2CCCC2)c1 | i | i | i | i | 1 | -4 | i | i | -3 | i | i
Cc1cc(O)c(C(C)C)cc1N=Cc1ccccc1O | i | i | i | i | -14 | -15 | i | i | -1 | i | i
CCOC(=O)/C=C1\SCC(=O)N1CC(=O)Nc1cccc(F)c1 | i | i | i | i | -4 | -13 | i | i | -4 | i | i

Reformatted field by field: part of the list above.
canonical_smiles: Cc1cc2c3c(ccc(C)c3n1)N=CN2c1ccccc1
- RGS4 inh: i
- KCNK3 block: i
- TMEM16A act: i
- RGS4 pot: i
- SKKanGAS inh: 0
- hERG rescue: -11
- KCNQ1 block: i
- KCNK9 inh: i
- HDAC3 inh: -22
- KCNQ1 act: i
- ANO1 block: i
canonical_smiles: CSCC[C@H](NC(=O)[C@@H]1CSC2c3ccccc3C(=O)N21)C(=O)NCc1ccco1 (stereo not given in full)
- RGS4 inh: i
- KCNK3 block: i
- TMEM16A act: i
- RGS4 pot: i
- SKKanGAS inh: 3
- hERG rescue: -5
- KCNQ1 block: i
- KCNK9 inh: i
- HDAC3 inh: 3
- KCNQ1 act: i
- ANO1 block: i
canonical_smiles: O=C(NC1=NCCS1)c1ccc2c(c1)C(=O)N(Cc1ccco1)C2=O
- RGS4 inh: i
- KCNK3 block: i
- TMEM16A act: i
- RGS4 pot: i
- SKKanGAS inh: -11
- hERG rescue: -7
- KCNQ1 block: i
- KCNK9 inh: i
- HDAC3 inh: -3
- KCNQ1 act: i
- ANO1 block: i

Continuation:
SMILES | RGS4 inh | KCNK3 block | TMEM16A act | RGS4 pot | SKKanGAS inh | hERG rescue | KCNQ1 block | KCNK9 inh | HDAC3 inh | KCNQ1 act | ANO1 block
O=C(Nc1ccccc1)C(=O)c1c[nH]c2ccccc12 | i | i | i | i | -14 | -7 | i | i | 1 | i | i
COc1ccc(C(=O)N/C(=C\c2cn(C)c3ccccc23)C(=O)OCCN(C)C)cc1 | i | i | i | i | -8 | -9 | i | i | 6 | i | i
Cc1cc(C)cc(NC(=O)c2cc(C)nc3ccccc23)c1 | i | i | i | i | -6 | -3 | i | i | -2 | i | i
CCOc1ccc2nc(NC(=S)NCc3ccccc3)sc2c1 | i | i | i | i | -18 | 3 | i | i | · | i | i
CCC1(c2ccccc2)NC(=O)N(CC(=O)Nc2ccccc2C(=O)NC2CC2)C1=O (stereo not given) | i | i | i | i | -8 | -16 | i | i | -13 | i | i
Cc1cc(NC(=O)CS(=O)(=O)c2cn(Cc3ccc(F)cc3)c3ccccc23)no1 | i | i | i | i | -3 | -7 | i | i | 2 | i | i
COC(=O)C1=C(N)n2c(s/c(=C\c3cccnc3)c2=O)=C(C(=O)OC)C1c1cccnc1 (stereo not given) | i | · | · | i | 2 | -8 | i | i | · | i | ·
Clc1ccc(-n2ncc3c(NCc4ccco4)ncnc32)cc1 | i | i | i | i | 23 | -13 | i | i | -3 | i | i
COc1ccc(C(=O)C[n+]2cc(-c3ccc(OC)cc3)n3c2CCCC3)cc1 | i | i | i | i | -12&-8 | -5&-24 | i | i | 2&-1 | i | i
C=C(C)CSc1nc(N)c2c3c(sc2n1)CCC3 | i | i | i | i | -8 | -8 | i | i | -11 | i | i
COc1ccc(C(C(=O)NCC2CCCO2)N(C(=O)CNC(=O)c2ccco2)c2ccc(C)c(C)c2)cc1OC (stereo not given) | i | i | i | i | 3 | -6 | i | i | 3 | i | i
N#Cc1c(NC(=O)CSC2=NCCS2)sc2c1CCCC2 | i | i | i | i | 18 | -3 | i | i | 1 | i | i
CCN(CC)c1ncc(C)c(=O)[nH]1 | i | i | i | i | 2 | -2 | i | i | · | i | i
CCOc1ccc(CN2CCNC(=O)C2CC(=O)NCCCC2CCCC2)cc1 (stereo not given) | i | i | i | i | 1 | -7 | i | i | -2 | i | i
CC1Sc2ccc(S(=O)(=O)CCC(=O)NC3CCCCC3C)cc2NC1=O (stereo not given) | i | i | i | i | -1 | -4 | i | i | 0 | i | i
COc1ccc(Cl)cc1-c1nc(SCC(=O)NC2CC2)n[nH]1 | i | i | i | i | 1 | -5 | i | i | -1 | i | i
COc1cccc(N2C(=O)CC(NNC(=O)c3cccs3)C2=O)c1 (stereo not given) | i | i | i | i | 2 | -6 | i | i | -4 | i | i
CCC/C=C(\CCC)C(NC(=O)OCC(C)C)c1ccc(C(=O)OC)cc1 (stereo not given) | i | i | i | i | 11 | -8 | 9* | i | 3 | i | i
O=C(NCc1ccccc1)c1ccc(C2SCC(=O)N2Cc2ccccc2)cc1 (stereo not given) | i | i | i | -7.9* | -7 | -8 | i | i | -1 | i | i
CC(=O)N1N=C(c2ccc(C)cc2)CC1c1ccc2c(c1)OCO2 (stereo not given) | i | i | i | i | 0 | -1 | i | i | 2 | i | i
Cn1cccc1C(=O)NC(=O)COC(=O)c1ccccc1O | i | i | i | i | -2 | 5.3* | i | i | -2 | i | i
Cc1cc(N2C(=O)C(=O)/C(=C(/O)c3ccc(F)cc3)C2c2ccc(Cl)cc2)no1 (stereo not given) | i | i | i | i | 41 | -5 | i | i | -1 | i | i
O=C(Nc1ccccc1)N1CCC(C(=O)N(Cc2ccco2)Cc2cccs2)CC1 | i | i | i | i | -3 | -21 | i | i | 9 | i | i
Cc1nc(SCC(=O)N2CC(C)OC(C)C2)nc(C)c1C (stereo not given) | i | i | i | i | -6 | -9 | i | i | -1 | i | i
O=S(=O)(N1CCCCCC1)N1CCNCC1 | i | i | i | i | 2 | -9 | i | i | -15 | i | i
CN1CCC(NC(=O)CCc2ccccc2)CC1 | i | i | i | i | 2 | -5 | i | i | 0 | i | i
Cc1ccc(-n2c(C)cc(/C=N/NC(=O)c3ccncc3)c2C)cc1 | i | i | i | i | 3 | -9 | i | i | 4 | i | i
Cc1cnc(C(=O)OCC(=O)NC(C)C)cn1 | i | i | i | i | -7 | -8 | i | i | 11 | i | i
Cc1cccc2cc(COC(=O)C(C)C)c(=O)[nH]c12 | i | i | i | i | 2 | -1 | i | i | -4 | i | i
Cc1ccnc(NC(=O)CNC(=O)c2ccccc2)c1 | i | i | i | i | -8 | -10 | i | i | -1 | i | i
COC(=O)c1c(C)n(-c2ccc(OC)cc2)c2ccc(O)cc12 | i | i | i | i | 26 | -10 | i | i | -3 | i | i
COc1ccc(-c2nnn(CC(=O)N(Cc3cccs3)C(C)C(=O)NCCC(C)C)n2)cc1OC (stereo not given) | i | i | i | i | 3 | -5 | i | i | 2 | i | i
Cc1cc(C)n(/N=C/c2ccccc2O)c(=O)c1 | i | i | i | i | -3 | -10 | i | i | -1 | i | i
CCOc1ccc(-c2csc3nc[nH]c(=O)c23)cc1 | i | i | i | i | 3 | 1 | i | i | 3 | i | i
COc1cc(/C=N/Nc2nc(Nc3ccc(C)cc3)nc(-n3nc(C)cc3C)n2)cc(OC)c1OC | i | i | i | i | 74* | -13 | i | i | 0 | i | i
CCOC(=O)c1cc(-c2ccccc2)nc2c1c(C)nn2-c1ccccn1 | i | i | i | i | -3 | -14 | i | i | 0 | i | i
Clc1nc(NCc2cccnc2)nc(N2CCOCC2)n1 | i | i | i | i | -1 | -3 | i | i | -2 | i | i
OC(COc1ccc(Cl)cc1Cl)Cn1ccnc1 (stereo not given) | i | i | i | i | -4 | -5 | i | i | -1 | i | i
CCOc1ccc(C2/C(=C(\O)c3c(C)[nH]c(C(=O)OC)c3C)C(=O)C(=O)N2CCN(C)C)cc1 (stereo not given) | i | i | i | i | -3 | -7 | i | i | -3 | i | i
COc1ccc(OC)c(NC(=O)CC(Cc2ccccc2OC)C(=O)O)c1 (stereo not given) | i | i | i | i | -4 | -8 | i | i | -2 | i | i
COc1ccc(NC(=O)c2sc3cc(C(F)(F)F)cnc3c2-c2cccs2)cc1 | i | i | i | i | 0 | -4 | i | i | -2 | i | i
Cc1c(CN2CCC(C(=O)Nc3cccc(-c4cccc(Cl)c4)c3)CC2)cnn1C | i | i | i | i | -1 | -23 | i | i | 3 | i | i
CC(=O)Nc1ccc(NC(=O)c2cc(C)nn2-c2ccccc2)cc1 | i | i | i | i | 2 | -15 | i | i | 1 | i | i
COc1ccc(N(CC(=O)NCCSCc2ccccc2Cl)S(C)(=O)=O)cc1Cl | i | i | i | i | 45 | -10 | i | i | -9 | i | i
CCOc1cc(/C=C2/SC(=S)N(C)C2=O)ccc1Oc1ccc([N+](=O)[O-])cc1[N+](=O)[O-] | i | · | · | i | -13 | -8 | i | i | 4 | i | i
Cc1ccc(C(=O)Nc2ccon2)cc1S(=O)(=O)N1CCCCCC1 | i | i | i | i | 0 | -5 | i | i | 4 | i | i
COCC(=O)Nc1cc(C(=O)Nc2ccccc2)ccc1Cl | i | · | · | i | -7 | -8 | i | i | -7 | i | i
CCCc1nc2sc(C(=O)OCC)c(N)c2c2c1COC(C)(C)C2 | i | i | i | i | -16 | -6 | i | i | -15 | i | i
COc1ccccc1CC(=O)O/N=C(\N)c1cccc([N+](=O)[O-])c1 | i | i | i | i | 0 | -11 | i | i | 2 | i | i
